From PubChem BioAssay
GASC1 inh: inhibitors of GASC-1 (KDM4C) histone demethylase, primary screen, biochemical, single concentration HTS. GST-KDM4C 2-372, H3K9me3 peptide, LANCE TR-FRET. inhibition, % at 12.5 µM. 0.15% of 96,000 active. Lysine-specific demethylase 4C (Homo sapiens), Q9H3R0;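 active = mean replicate inhibition above about 25%, with at least 55% of replicates also reaching it, limit read from the data, passing the limit was not always enough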
Target sequence (Q9H3R0 2-372 limits assumed): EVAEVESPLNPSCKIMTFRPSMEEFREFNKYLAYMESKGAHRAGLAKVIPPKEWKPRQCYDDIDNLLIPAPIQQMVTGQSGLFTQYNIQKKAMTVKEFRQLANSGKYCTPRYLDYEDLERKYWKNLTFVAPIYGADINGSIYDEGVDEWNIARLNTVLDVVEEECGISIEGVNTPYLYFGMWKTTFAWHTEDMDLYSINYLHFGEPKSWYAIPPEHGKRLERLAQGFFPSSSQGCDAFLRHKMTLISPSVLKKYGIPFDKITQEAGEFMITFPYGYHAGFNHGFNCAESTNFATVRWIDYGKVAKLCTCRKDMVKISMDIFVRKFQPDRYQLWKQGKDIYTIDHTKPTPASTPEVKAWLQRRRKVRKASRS
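reagent = H3K9me3 peptide substrate, Fe(II), 2-oxoglutarate | system = GST-tagged GASC-1 (JMJD2C) catalytic fragment, aa 2-372 | amount = enzyme final amount 10 nM | read-out = Fall in 671/618 emission ratio as inhibition | medium = HEPES buffer, pH 7.5, plus ascorbate | schedule = 30 min reaction, 60 min detection, RT | measured by = LANCE TR-FRET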
Tcruzi prolif: T. cruzi intracellular proliferation inhibitors, primary screen, cell-based, beta-gal Tulahuen parasites, NIH3T3 host, luminescence; T. cruzi beta-gal in NIH3T3, GalScreen luminescence, 90 h; inhibition, % at 8.34 µM; 5.9% of 77,000 active;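 active = mean inhibition above about 93%, with at least 55% of replicates each passing it, limit read from the data, passing the limit was not always enough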
Pf Dd2 growth: P. falciparum Dd2 growth inhibitors, primary screen, SYBR Green fluorescence, single dose replicates. 72 h; stronger effect = lower value. activity change, % at 10 µM. 2.3% of 94,000 active; in the data active = activity change below about -80%
C diff growth: C. difficile growth inhibitors, primary screen, HTS; Clostridium difficile clinical isolate growth, OD600, 24 h; stronger effect = lower value; growth activity, negative = inhibition, % at 16 µg/mL (by protocol); 0.25% of 86,000 active; AID 1259249, 2017;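 active = mean growth activity at or below -80% and every replicate also at or below -80%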;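 note: 0% = DMSO wells and -100% = levofloxacin 16 µg/mL wells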
Active calls of the source: *; / = not tested or not shown; & = joins results of further samples.

canonical_smiles	C diff growth	Tcruzi prolif	GASC1 inh	Pf Dd2 growth
COc1ccc(C#Cc2cnc3c(c2)C(=O)N([C@@H](C)CO)C[C@@H](C)[C@@H](CN(C)C(=O)c2ccccc2F)O3)cc1	3	72	-0.7	-65
O=C(C[C@@H]1CC[C@@H](NC(=O)CN2CCOCC2)[C@H](CO)O1)NCCc1ccncc1	/	-10	-1.6	4
O=C(C[C@H]1CC[C@H]2[C@@H](COC[C@H](O)CN2C(=O)c2ccncc2)O1)NCc1cccc(F)c1	4&-1	-36	-0.6	/
C[C@H](CO)N1C[C@H](C)[C@@H](CN(C)C(=O)NC2CCCCC2)Oc2ccc(NS(C)(=O)=O)cc2CC1=O	-1	23	-0.4	8
CNC[C@H]1Oc2cc(C#Cc3cccc(F)c3)ccc2S(=O)(=O)N([C@@H](C)CO)C[C@H]1C	-4	-9	-2.6	-2
COc1ccc(C#Cc2cnc3c(c2)C(=O)N([C@@H](C)CO)C[C@@H](C)[C@@H](CN(C)C(C)=O)O3)cc1	45	/	0.5	-29
O=C(CN1CCOCC1)NCC[C@H]1CC[C@H](NS(=O)(=O)c2ccc(Cl)cc2)[C@@H](CO)O1	-3	-52	-0.4	48
C/C=C/c1ccccc1[C@@H]1[C@H](C#N)N(S(=O)(=O)c2cccc(F)c2)[C@H]1CO	-8	/	-0.6	-34
COc1ccc(NC(=O)N(C)C[C@@H]2Oc3ccc(NS(=O)(=O)c4cn(C)cn4)cc3CC(=O)N([C@@H](C)CO)C[C@H]2C)cc1	1	-4	-0.3	20
C[C@@H]1CN([C@@H](C)CO)C(=O)c2cc(NC(=O)NC3CCCCC3)ccc2O[C@@H](C)CCCCO[C@@H]1CN(C)Cc1ccc(C(=O)O)cc1	-1	3	0.1	4
C[C@H]1CN([C@@H](C)CO)C(=O)Cc2cc(NC(=O)Nc3ccc(F)cc3)ccc2O[C@@H]1CN(C)C(=O)Nc1cccc2ccccc12	-5	-8	-1.3	3
C[C@H]1CCCCO[C@H](CN(C)C(=O)Nc2ccccc2)[C@@H](C)CN([C@@H](C)CO)C(=O)c2cc(N(C)C)ccc2O1	-4	1	1.9	5
C[C@@H]1CN([C@@H](C)CO)C(=O)c2cc(NS(=O)(=O)c3ccc(F)cc3)ccc2O[C@@H](C)CCCCO[C@@H]1CN(C)Cc1ccc(C(=O)O)cc1	-8	50	1.0	-17
C/C=C/c1ccc2c(c1)O[C@H](CN(C)C(=O)Nc1cc(F)ccc1F)[C@@H](C)CN([C@@H](C)CO)S2(=O)=O	13	100*	-0.2	-45
C[C@@H]1CN([C@@H](C)CO)S(=O)(=O)c2ccc(C3=CCCC3)cc2O[C@H]1CN(C)C(=O)CC1CC1	-1	36	3.6	-45
C/C=C/c1ccc2c(c1)O[C@@H](CN(C)C(=O)Cc1ccccn1)[C@H](C)CN([C@H](C)CO)S2(=O)=O	5	39	-0.9	-11
O=C(Nc1ccc2c(c1)[C@H]1C[C@H](CC(=O)N3CCCCC3)O[C@H](CO)[C@H]1O2)C1CCOCC1	/	-28	0.1	12
O=C(C[C@H]1C[C@H]2c3cc(NS(=O)(=O)c4ccc(F)cc4)ccc3O[C@H]2[C@H](CO)O1)NCc1ccccc1F	-1	-47	-1.3	-47
COCC(=O)Nc1ccc2c(c1)C(=O)N(C)C[C@H](OC)[C@@H](C)CN(CCC(F)(F)F)[C@H](C)CO2	/	11	-0.1	0
C[C@H](CO)N1C[C@H](C)[C@@H](CN(C)S(=O)(=O)c2cccs2)Oc2ccc(NS(=O)(=O)c3cn(C)cn3)cc2C1=O	/	-13	3.3	40
C[C@@H]1CN([C@@H](C)CO)C(=O)c2cc(NS(=O)(=O)c3ccc(F)cc3)ccc2O[C@@H](C)CCCCO[C@H]1CN(C)C(=O)C1CCCCC1	-6	58	-1.0	-39
C[C@@H]1CN([C@H](C)CO)C(=O)c2cc(C#CCc3ccccc3)cnc2O[C@H]1CN(C)Cc1ccccc1	3	/	1.3	-66
O=C(C[C@H]1CC[C@H]2[C@@H](COC[C@@H](O)CN2Cc2ccc(F)cc2)O1)N1CCc2ccccc2C1	8	65	-0.5	-6
COc1ccccc1NC(=O)N1CCCCN2[C@H](CO)[C@H](c3ccc(-c4cccc(F)c4)cc3)[C@@H]2C1	-2	115*	-1.6	-71
C[C@@H]1CN([C@@H](C)CO)C(=O)c2cccc(N(C)C)c2O[C@@H]1CN(C)S(=O)(=O)c1cccs1	-1	15	0.7	-1
COc1ccc2c3c([nH]c2c1)[C@@H](CO)N(Cc1nccs1)CC31CCN(Cc2cccnc2)CC1	20	/	15	-68
C[C@@H]1CCCCO[C@H](CN(C)C(=O)NC2CCCCC2)[C@H](C)CN([C@H](C)CO)C(=O)c2cc(NC(=O)CCC(F)(F)F)ccc2O1	5	35	2.0	-60
COc1ccc(S(=O)(=O)Nc2ccc3c(c2)C(=O)N([C@@H](C)CO)C[C@H](C)[C@H](CN(C)Cc2ccc4c(c2)OCO4)OCCCC[C@H](C)O3)cc1	-1	-9	0.9	-55
COc1ccc(-c2ccc([C@H]3[C@@H](CO)N4CCCCN(S(=O)(=O)c5cccs5)C[C@H]34)cc2)cc1	-3	105*	0.2	-61
CCCN(C)C[C@@H]1Oc2ncc(C#Cc3ccccc3)cc2C(=O)N([C@H](C)CO)C[C@@H]1C	14	51	-0.3	-43
COc1ccc(S(=O)(=O)Nc2ccc3c(c2)C(=O)N([C@H](C)CO)C[C@H](C)[C@@H](CN(C)C(=O)Nc2ccc(F)cc2)O3)cc1	4	26	0.5	9
CO[C@H]1CN(C)C(=O)c2ccc(NC(=O)C3CC3)cc2OC[C@@H](C)N(C(=O)C2CCOCC2)C[C@@H]1C	/	-2	0.7	/
CCCC(=O)Nc1ccc2c(c1)C(=O)N(C)C[C@H](OC)[C@@H](C)CN(CC1CCCC1)[C@H](C)CO2	/	-39	0.2	17
CO[C@@H]1CN(C)C(=O)c2cc(NC(=O)NC(C)C)ccc2OC[C@@H](C)N(S(C)(=O)=O)C[C@@H]1C	-1	/	0.9	-18
COCC(=O)N1[C@H](CO)[C@H]2c3ccccc3N(C(=O)Nc3ccccc3Cl)C[C@H]21	-1	-3	-0.7	5
C[C@H]1CN([C@@H](C)CO)C(=O)c2c(c3ccccc3n2C)-c2ccccc2CO[C@@H]1CN(C)Cc1ccc(C(=O)O)cc1	/	-25	2.3	14
O=C(NC1CCCCC1)N[C@H]1CC[C@H](CCNS(=O)(=O)c2ccccc2)O[C@@H]1CO	4	-8	1.0	-33
C[C@@H]1CN([C@H](C)CO)C(=O)Cc2cc(NC(=O)Nc3ccc4c(c3)OCO4)ccc2O[C@H]1CN(C)C(=O)NC1CCCCC1	-5	16	1.0	-13
O=C(C[C@@H]1C=C[C@H](NC(=O)c2ccc3c(c2)OCO3)[C@@H](CO)O1)NCc1ccc(Cl)cc1	1	16	-0.8	25
CN1[C@H](CO)[C@@H]2c3ccccc3N(C(=O)C3CCCCC3)C[C@@H]21	9	18	-0.9	-3
COc1ccc(NC(=O)N(C)C[C@@H]2Oc3ccc(NS(=O)(=O)c4ccc(F)cc4)cc3C(=O)N([C@@H](C)CO)C[C@@H]2C)cc1	/	-112	-1.3	12
COCC(=O)N1[C@H](C#N)[C@@H](c2ccc(C#Cc3ccccc3F)cc2)[C@H]1CO	7	101*	-0.4	-11
CN1C(=O)c2cc(NC(=O)c3cscn3)ccc2OC[C@@H]2O[C@H](CC(=O)N3CCOCC3)CC[C@@H]21	0	-38	1.4	5
C[C@@H]1CN([C@@H](C)CO)S(=O)(=O)c2ccc(C#Cc3ccccn3)cc2O[C@H]1CN(C)Cc1ccc(F)cc1	-7	128*	-26	-47
C[C@H](CO)N1C[C@H](C)[C@H](CN(C)C(=O)Nc2ccccc2)OCc2cn(nn2)CCCC1=O	0	-22	-0.9	13
CNC(=O)C[C@H]1CC[C@H]2[C@@H](COc3ccc(NC(=O)Nc4ccc(C#N)cc4)cc3C(=O)N2C)O1	45	5	-0.6	19
CC(C)C#Cc1ccc([C@H]2[C@H]3CN(CC4CC4)CCCCN3[C@H]2CO)cc1	-1	76	-0.4	-19
CO[C@@H]1CN(C)C(=O)c2ccc(NC(=O)c3ccc(F)cc3)cc2OC[C@H](C)N(C(=O)CC2CC2)C[C@@H]1C	/	44	-2.2	-51
C[C@H]1CCCCO[C@@H](CN(C)S(=O)(=O)c2cccs2)[C@@H](C)CN([C@@H](C)CO)C(=O)c2cc(NS(=O)(=O)c3ccccc3)ccc2O1	-5	82	-1.5	-68
Cc1ccc(S(=O)(=O)N(C)C[C@H]2Oc3ccc(NS(=O)(=O)c4cccs4)cc3C(=O)N([C@@H](C)CO)C[C@@H]2C)cc1	-2	-14	-0.5	-26
CCCN(C)C[C@H]1Oc2cc(C3=CCCCC3)ccc2S(=O)(=O)N([C@H](C)CO)C[C@H]1C	4	/	-0.4	9
Cc1noc(C)c1S(=O)(=O)N(C)C[C@@H]1Oc2ccc(NC(=O)Nc3ccc4c(c3)OCO4)cc2CC(=O)N([C@@H](C)CO)C[C@@H]1C	-6	21	-0.1	48
COc1ccccc1CN1CC[C@@H]2[C@H]1c1cc(C3=CCCCC3)ccc1N[C@@H]2CO	61	7	-0.2	-21
COCC#Cc1ccc2c(c1)O[C@H](CN(C)Cc1ccccc1)[C@H](C)CN([C@@H](C)CO)S2(=O)=O	2	48	0.1	-32
C[C@H]1CN([C@@H](C)CO)S(=O)(=O)c2ccc(-c3cccc(C(=O)N(C)C)c3)cc2O[C@H]1CN(C)C	-8	45	2.0	44
CCNC(=O)c1cc2c(c(-c3cccc(-c4ccccc4F)c3)n1)[C@H](CCO)N(C(=O)CC1CC1)C2	9	/	16	-37
CC=Cc1ccc2n(c1=O)C[C@H]1[C@H](CO)[C@@H](C(=O)NCCC)N(Cc3cccc(F)c3)[C@@H]21 (mixture of isomers)	2	93	4.8	7
CC(=O)N(C)C[C@H]1Oc2cc(C#C[C@H](C)O)ccc2S(=O)(=O)N([C@H](C)CO)C[C@@H]1C	1	5	2.8	34
C[C@H]1CN([C@@H](C)CO)C(=O)Cc2cc(NC(=O)c3ccncc3)ccc2O[C@H]1CN(C)CC1CCCCC1	-3	14	0.4	30
CO[C@H]1CN(C)C(=O)c2cc(NC(=O)C3CC3)ccc2OC[C@H](C)N(CC2CCCC2)C[C@H]1C	-1	3	1.3	-14

Other records follow.
canonical_smiles	C diff growth	Tcruzi prolif	GASC1 inh	Pf Dd2 growth
C[C@@H]1CN([C@H](C)CO)C(=O)c2cccc(NS(=O)(=O)c3cccs3)c2O[C@H]1CN(C)CC1CCCCC1	5	23	-0.4	-4
COc1ccc(NC(=O)N2CC(=O)N3[C@H](CO)[C@@H](c4ccc(/C=C/c5ccccc5)cc4)[C@H]3C2)cc1	11	/	-1.8	-39
CC(C)NC(=O)Nc1ccc2c(c1)C(=O)N([C@H](C)CO)C[C@H](C)[C@H](CN(C)C(=O)CCCN(C)C)OCCCC[C@@H](C)O2	-3	18	6.6	32
COc1ccc(S(=O)(=O)N2[C@@H]3CNC[C@H]2C3c2ccc(-c3cccc(OC)c3)cc2)cc1 (stereo partly drawn)	7&-16	/	-1.0&-1.9	-34&-5
COc1ccc(CN(C)C[C@H]2Oc3ccc(NS(=O)(=O)c4ccc(F)cc4)cc3C(=O)N([C@@H](C)CO)C[C@H]2C)cc1	-4	-49	0.3	1
CN1C(=O)c2cc(NC(=O)c3cccs3)ccc2OC[C@H]2O[C@H](CC(=O)NCC3CC3)CC[C@H]21	0	33	1.8	1
COC(=O)C[C@H]1CC[C@@H]2[C@H](COc3ccc(NC(=O)c4cccc(F)c4)cc3C(=O)N2C)O1	1	1	-1.7	-1

As a short view, some entries already given.
canonical_smiles	C diff growth	Tcruzi prolif	GASC1 inh	Pf Dd2 growth
C[C@@H]1CN([C@H](C)CO)C(=O)c2cccc(NS(=O)(=O)c3cccs3)c2O[C@H]1CN(C)CC1CCCCC1	5	23	-0.4	-4
COc1ccc(NC(=O)N2CC(=O)N3[C@H](CO)[C@@H](c4ccc(/C=C/c5ccccc5)cc4)[C@H]3C2)cc1	11	/	-1.8	-39

Three of the compounds above, with two lines to a compound:
Order of results – C diff growth	Tcruzi prolif	GASC1 inh	Pf Dd2 growth
> C[C@@H]1CN([C@H](C)CO)C(=O)c2cccc(NS(=O)(=O)c3cccs3)c2O[C@H]1CN(C)CC1CCCCC1
  5	23	-0.4	-4
> COc1ccc(NC(=O)N2CC(=O)N3[C@H](CO)[C@@H](c4ccc(/C=C/c5ccccc5)cc4)[C@H]3C2)cc1
  11	/	-1.8	-39
> CC(C)NC(=O)Nc1ccc2c(c1)C(=O)N([C@H](C)CO)C[C@H](C)[C@H](CN(C)C(=O)CCCN(C)C)OCCCC[C@@H](C)O2
  -3	18	6.6	32
